# Akt phos inh – blocks phosphorylation of Akt; 0.32% of 360,000 active; activity change, % for hits at 50 µM; Neuro2A IGF-stimulated pAkt S473 HTRF, 20 min; active compounds read low; in the data active = activity change below about -80%; inconclusive = mostly about -51% to -80%; note: % is set by controls: 0 for no effect and ±100 for the full control effect
#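 Neuro2A cells (4,500/well, DMEM with 0.5% FBS) were treated with compound at a single 50 µM final concentration, stimulated with 6 nM IGF for 20 min at 37 °C, and lysed. Phospho-Akt Ser473 was read by HTRF as 665/615 ratio ×10^4.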
# CCT chaperon mod – changes cytosolic chaperonin activity; purified chaperonin ATPase assay, HTRF ADP detection, 30 min; activity change, % (concentration not given with the values), hits read low; 0.3% of 360,000 active; in the data active = activity change below about -30%; note: % is set by controls: 0 for no effect and ±100 for the full control effect
#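 TRiC (40 or 20 nM final, by batch activity) in 30 mM Tris pH 7.4, 100 mM KCl, 5 mM MgCl2, 1 mM DTT was treated with compound at 76 uM single dose, then 10 uM ATP, 30 min at 37 °C. ADP was read by HTRF Transcreener.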
# Nrf2 activator – activates Nrf2 signaling; Potency, µM (top dose mostly 46.1 µM), without a hit: at the highest dose activation, usual class: activators; 0.31% of 410,000 active; AID 624171; AREc32 ARE-luciferase reporter (MCF7-derived line), luminescence, 24 h; note: potency is the fitted concentration of half-maximal effect; % of control where 0% means no effect; nearly all actives have a fitted effect of over 65% in size
#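 Nrf2 activation is followed as ARE-luciferase induction in the AREc32 line after one day of compound treatment; luminescence is read with Steady-Glo.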
# Nrf2 inh – Nrf2 pathway inhibition | A549 ARE-Fluc reporter, luciferase luminescence, 18-24 h | Potency, µM (highest dose often 46 µM), for the others: at the top dose activity change, negative = inhibition, usual class: inhibitors | 2.1% of 360,000 active; note: potency is the fitted concentration of half-maximal effect; % is set by controls: 0 for no effect and ±100 for the full control effect; nearly all actives have a fitted effect of over 60% in size
#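 A549 ARE_Fluc cells, 5000/well, 5% FBS OPTI-MEM; compounds in dose-response, 18-24 h at 37 °C/5% CO2; CellTiter-Fluor viability read (Ex 405/Em 525), then BugLite luciferase luminescence = Nrf2 activity.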
# EPAC2 antagonist – blocks human EPAC2 exchange factor; 0.18% of 360,000 active; Q8WZA2; Potency, µM (top dose mostly 114 µM), for inactives: top-dose activity, negative = inhibition, most hits filed as inhibitors; AID 720708; EPAC2 GEF exchange of Rap1B-BODIPY-GDP, fluorescence; note: potency is the fitted concentration of half-maximal effect; % is set by controls: 0 for no effect and ±100 for the full control effect; nearly all actives have a fitted effect of over 45% in size; many of its hits are not listed in these tables
# Target sequence (Q8WZA2 whole entry, looked up): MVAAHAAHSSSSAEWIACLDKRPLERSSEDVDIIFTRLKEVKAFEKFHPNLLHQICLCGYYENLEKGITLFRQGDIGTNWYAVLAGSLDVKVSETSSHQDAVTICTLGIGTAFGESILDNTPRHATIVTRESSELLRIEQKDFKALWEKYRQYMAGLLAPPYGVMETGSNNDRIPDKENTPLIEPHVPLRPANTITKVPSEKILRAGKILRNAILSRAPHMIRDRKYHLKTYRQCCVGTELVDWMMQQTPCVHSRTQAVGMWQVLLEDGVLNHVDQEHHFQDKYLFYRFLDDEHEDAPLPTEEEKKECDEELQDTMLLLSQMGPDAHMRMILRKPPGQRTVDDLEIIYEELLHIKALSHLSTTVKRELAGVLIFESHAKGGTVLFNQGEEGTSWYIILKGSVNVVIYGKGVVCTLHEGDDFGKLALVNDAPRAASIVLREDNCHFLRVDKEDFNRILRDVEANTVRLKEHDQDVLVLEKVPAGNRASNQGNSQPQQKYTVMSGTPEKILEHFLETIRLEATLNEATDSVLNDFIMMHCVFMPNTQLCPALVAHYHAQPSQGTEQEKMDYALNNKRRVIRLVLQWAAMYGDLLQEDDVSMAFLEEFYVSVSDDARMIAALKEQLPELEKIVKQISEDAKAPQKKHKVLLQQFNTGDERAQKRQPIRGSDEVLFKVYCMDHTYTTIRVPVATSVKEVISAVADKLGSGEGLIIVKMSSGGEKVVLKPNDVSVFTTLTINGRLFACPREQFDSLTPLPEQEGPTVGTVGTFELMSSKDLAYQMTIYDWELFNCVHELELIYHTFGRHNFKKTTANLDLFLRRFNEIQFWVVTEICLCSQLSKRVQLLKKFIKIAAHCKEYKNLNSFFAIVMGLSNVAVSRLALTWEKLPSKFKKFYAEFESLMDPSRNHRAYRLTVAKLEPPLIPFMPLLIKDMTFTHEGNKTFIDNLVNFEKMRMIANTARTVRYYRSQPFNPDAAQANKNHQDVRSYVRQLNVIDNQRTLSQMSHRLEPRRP
# Mm-Cpn inhibitor – blocks the Methanococcus maripaludis chaperonin Mm-Cpn. purified Mm-Cpn ATPase, ADP Transcreener TR-FRET. Potency, µM (series often up to 76.9 µM), inactives show at the top dose activity, negative = inhibition, hits mostly inhibitors. 0.031% of 330,000 active. AID 504842; note: potency is the fitted concentration of half-maximal effect; % is set by controls: 0 for no effect and ±100 for the full control effect; nearly all actives have a fitted effect of over 80% in size
#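 ATPase read-out: TR-FRET ADP immunoassay (anti-ADP Eu cryptate vs ADP-d2), ex 320 nm, em 590/665 nm; signal drops as ADP forms. Enzyme 25 nM, ATP 10 uM, 30 min at 37°C after 10 min compound preincubation.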
# A549 tox – kills or reduces viability of A549 cells in Nrf2 counter-screen | AID 504648 | Potency, µM (highest dose often 46 µM), inactives show at the highest dose activity change, negative = cytotoxicity, hits mostly inhibitors | A549 ARE-Fluc cells, CellTiter-Fluor viability, 18-24 h | 0.16% of 390,000 active; note: potency is the fitted concentration of half-maximal effect; % is set by controls: 0 for no effect and ±100 for the full control effect
#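 A549 ARE-Fluc cells in 5% FBS OPTI-MEM, 5000 cells/well, rested 2 h then exposed to compounds in concentration-response for 18-24 h at 37 °C. Viability by CellTiter-Fluor fluorescence (Ex 405/Em 525) after 30 min; luciferase luminescence (BugLite, 15 min, RT) read afterwards.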
# TGFb SMAD3 inh – TGF-b pathway inhibition | HepG2 CAGA-GFP TGF-b/SMAD3 reporter, GFP fluorescence, 18 h; TGF-beta stimulated, 500 pg/mL final | AID 588855 | 1.2% of 410,000 active | Potency, µM (top dose mostly 46.1 µM), for the others: at the top dose activity, negative = inhibition, usual class: inhibitors; note: potency is the fitted concentration of half-maximal effect; % is set by controls: 0 for no effect and ±100 for the full control effect; nearly all actives have a fitted effect of over 65% in size
#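 Cell-based qHTS in HEPG2 carrying a CAGA-GFP Smad reporter; compounds added before 500 pg/mL final TGF-beta, 18 h incubation at 37 degrees C, GFP fluorescence quantified per cell by imaging cytometry.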
# EPAC2 ag – EPAC2 (human) agonism. 0.079% of 360,000 active. Potency, µM (series often up to 154 µM), for the others: at the highest dose activation, usual class: activators. EPAC2 activation, biochemical qHTS; response scale: 100% = 6.5 mM cAMP response. Q8WZA2. AID 720711; note: potency is the fitted concentration of half-maximal effect; nearly all actives have a fitted effect of over 50% in size
#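 Nucleotide exchange monitored as fluorescence drop when BODIPY-GDP leaves Rap1B. Reaction: 100 nM EPAC2, 250 nM RAP1B-BODIPY-GDP, 50 uM GDP, room temperature, kinetic read over 30 min. Activity expressed relative to 6.5 mM cAMP.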
# * = called active by the depositor; i = inactive; ? = inconclusive; . = no result given; & = joins results of further samples; [ ] = remark or other dose. Unless noted, calls come from the whole dose curve; as a rule, active = well fitted curve in the direction sought with a large enough effect; inconclusive = small, poorly fitted or top-dose-only effect, or another doubt; inactive = no such curve, though single readings can be large; an effect the other way counts as inactive or inconclusive. Some of the compounds tested; rates above refer to the full screens.
SMILES,Akt phos inh,CCT chaperon mod,Nrf2 activator,Nrf2 inh,EPAC2 antagonist,Mm-Cpn inhibitor,A549 tox,TGFb SMAD3 inh,EPAC2 ag
CCCCN1C(=N)N([C@@H](CCC)CN2CCC[C@H]2CN2C(N)=NC[C@@H]2Cc2ccccc2)C[C@H]1[C@H](C)CC,i,0.8,0.2%,19%,18%,-3%,3%,14%,5%
CN(C(=O)c1ccc(NC(=O)Cc2ccc(NC(=O)C3CCN(C(=O)C4CCCC4)CC3)cc2)cc1)C1CC1,i,0.2,-0.7%,5%,-3%,-1%,-4%,?,1%
CCOc1ccc(N2C(=O)C3C4C=CC([C@H]5CC45)[C@@H]3C2=O)cc1 (some centres undefined),i,-1.8,0.1%,-1%,2%,1%,-3%,-8%,4%
CCCNS(=O)(=O)c1ccc(OC)c(Cl)c1Cl,i,-0.5,-1.0%,.,-6%,1%,-3%,-27%,3%
Cc1ccc(C(=O)N2CCN(c3ccccc3F)CC2)cc1NC1=NC2CS(=O)(=O)CC2S1 (centres undefined),i,-0.3,1.5%,15%,-3%,-5%,5%,-4%,3%
Cc1ccc(-c2nc(CSc3nc4ccccc4c(=O)n3C)cs2)cc1,i,1.8,-0.4%[9.22 µM],2%,3%,0%,?,16%,-1%
C/C(=N/OC(=O)C1CC1c1ccccc1)c1ccccc1 (centres undefined),i,-2.2,-0.8%,10%,8%,2%,-1%,10%,15%
COc1ccc(NC(=O)CCS(=O)(=O)c2ccc(OC)cc2)cc1,i,-1.8,0.3%,8%,12%,-3%,-4%,-20%,-5%
CN1CCc2cccc3c2C1Cc1ccc(O)c(O)c1-3 (centres undefined),i,-0.5,7.0%,12%,2%,-1%,-1%,?,10%
Nc1nonc1-n1nnc(C(=O)N/N=C/c2ccc(Cl)cc2Cl)c1CN1CCCC1,i,1.5,0.5%,1%,-3%,1%,4%,0%,2%
CC1CCCC(NC(=O)Cn2cc([N+](=O)[O-])ccc2=O)C1C (centres undefined),i,-1.3,-0.3%,0%,-15%,1%,6%,36%[activator],8%
CSCCC(=O)N1CCCC(N(C)CCc2ccccc2)C1 (centres undefined),i,1.5,-0.5%,-8%,-7%,0%,?,-1%,4%
CC1CN(Cc2cc(=O)[nH]c(C3CC3)n2)CC(C)O1 (centres undefined),i,-1.1,2.7%,-3%,8%,-5%,-11%,2%,3%
CCC1=C2CC[C@H]3C(=O)NC(=O)[C@H]3[C@H]2[C@@]2(Cc3ccccc3)C(=NCC(=O)OC)OC(=O)N2C1=O,i,1.4,-0.2%,17%,1%,2%,0%,15%,5%
CN1CCN(NC(=O)c2cccc(Br)c2)CC1,i,-2.5,-0.8%,12%,-2%,-1%,-2%,6%,-5%
COc1ccc(NC(=O)C2(c3ccc(NC(=O)c4ccc(C)cc4)cc3)CCCC2)cc1,i,-1.7,-0.1%,-5%,6%,-2%,-14%,6%,4%
CC(C)c1cc(CN2CCN(Cc3ccc(F)c(F)c3)C(CCO)C2)[nH]n1 (centres undefined),i,-0.9,-0.5%,-3%,8%,1%,-6%,6%,-4%
Cc1nn(Cc2ccccc2)c(C)c1NC(=O)c1noc2c1CCc1ccccc1-2,i,-0.7,-1.1%,?,3%,-3%,-1%,?,5%
CCOC(=O)c1sc(N)c(C(N)=O)c1C,i,-0.1,0.4%,-14%,-1%,-5%,0%,5%,3%
O=C(CC1C[C@H](C(=O)N2CCOCC2)[C@@]2(CCC3CCCC3)c3[nH]c4ccccc4c3CCN2C1=O)NCc1ccco1 (some centres undefined),i,1.2,0.0%,-5%,16%,-1%,-15%,8%,2%
CCC1Oc2ccc(C)cc2N(CC(=O)NCc2cccs2)C1=O (centres undefined),i,0.4,-0.7%,-13%,5%,4%,-8%,-16%,4%
CCCC(=O)Nc1nnc(CCc2ccccc2)s1,i,1.0,4.7%,-10%,12%,0%,1%,0%,-4%
CCOc1ccc(C2Nc3cccc4cccc(c34)N2)cc1OC,i,2.7,0.1%,3%,2%,-6%,3%,-29%,17%
Cn1c2ccccc2c(=O)c2ccc(F)cc21,i,-0.9,7.2%,-13%,9%,2%,11%,0%&1%,0%
Cc1ccc(S(=O)(=O)N(CCCN2CCCC2=O)Cc2cc3c(C)ccc(C)c3[nH]c2=O)cc1,i,-0.2,0.1%,-7%,1%,1%,-2%,-19%,-8%
CC(=O)c1cccc(NC(=O)C2=CN3CCS(=O)(=O)N=C3C=C2)c1,i,-0.4,-0.3%,6%,8%,-1%,-3%,25%,8%
CCOc1ccc(NC(=O)/C(C=Nc2ccccc2)=C(\C)O)cc1,i,-4.1,-0.6%,?,-16%,0%,7%,?,-1%
COc1ccc(-n2c(SCC(=O)NC3CCCCC3)nc3ccsc3c2=O)cc1,i,-1.2,-0.3%,10%,6%[57.1 µM],0%,5%,0%,-8%
COc1ccc(NC(=O)C(=O)NCCC2CCCCN2S(=O)(=O)c2cccs2)cc1 (centres undefined),i,1.8,0.0%,-4%,5%,1%,?,2%,-3%
CCC(=O)N1c2ccc(S(=O)(=O)N3CCN(c4ccccc4)CC3)cc2CC1C (centres undefined),.,.,-0.3%,?,.,.,-1%,?,.
N#C/C(=C\c1c[nH]c2ccccc12)C(=O)NC1CCCC1,i,2.2,5.5%,-6%,?,0%,0%,-7%,3%
COC(=O)C(O)(CC(=O)Nc1cc(Cl)ccc1Cl)C(F)(F)F (centres undefined),i,0.6,-0.5%,-5%,5%,-1%,0%,12%,7%
Cc1ccccc1NC(=O)/C(C#N)=C\c1cccnc1,i,-0.4,-0.5%,1%,-1%,-2%,-5%,4%,4%
CCCNC(=O)CSc1ccc(S(=O)(=O)N(C)C2CCCCC2)cn1,i,-0.2,-1.3%,.,8%,.,.,0%,1%
C/C(=N\NC(=O)Cc1c[nH]c2ccccc12)c1ccc2ccccc2c1,i,-3.7,22%,1%,-3%,-1%,-18%,?,8%
CC(C)C1C(=O)N(Cc2cn(CCC3OCCO3)nn2)CCS(=O)(=O)N1Cc1ccc(-c2ccc(Cl)cc2)cc1 (centres undefined),i,-0.3,-2.3%,.,-9%,.,.,?,13%
NS(=O)(=O)c1cnccc1Nc1cccc(Br)c1,i,-0.7,0.0%,?,10%,.,1%,1%,15%
Cc1ccc(S(=O)(=O)N2[C@@H](c3ccccc3F)C(C(=O)O)=CC[C@H]2c2ccc(C(C)C)cc2)cc1,i,0.0,3.6%,?,-7%,0%,?,?,-3%
CCOC(=O)C1=CNS(=O)(=O)NC1c1ccc(Br)cc1F (centres undefined),i,-1.3,0.0%,-14%,5%,-1%,-9%,-1%,6%
Cc1nc2ncnn2c(C)c1CCC(=O)N1CCN(c2cccc(Cl)c2)CC1,.,.,-1.2%,-16%,.,.,-9%,-23%,.
O=C(CSc1nc(-c2ccccc2)nc2c1Cc1ccccc1O2)Nc1ccc(C(=O)O)cc1,i,-0.1,2.6%,3%,-21%,-12%,-14%,0%,15%
CCCN(CCC)CCNC(=O)Cn1cnc2sc(C)c(S(=O)(=O)N3CCC(C)CC3)c2c1=O,.,.,-1.3%,10%[9.27 µM],.,.,5%,-11%,.
Cc1sc2nc(CN3CCOCC3)nc(N3CCN(S(=O)(=O)c4ccccc4)CC3)c2c1C,i,-0.8,0.8%,0%,1%,1%,1%,-9%,-2%
CCOC(=O)c1cccc(NC(=O)CCc2nc(-c3ccc(C)cc3)no2)c1,i,1.0,0.1%,?,-7%,-9%,-28%,?,16%
COCCN(Cc1ccccc1)C(=O)c1ccc2c(c1)NC(=O)CS2,i,-1.9,0.2%,15%,2%,0%,1%,-4%,12%
CCN(CCCNC(=O)c1cc2c(=O)n(C)c3ccccc3c2s1)c1ccccc1,.,.,0.4%,2%,.,.,8%,-11%,.
CN(C)c1ccc(C(=O)Nc2cccc(S(=O)(=O)N3CCCC3)c2)cc1,i,0.9,-1.0%,-25%,0%,?,-9%,-20%,16%
FC(F)C(F)(F)c1cc(-c2ccc(Cl)cc2)n[nH]1,i,-2.7,0.7%,?,-11%,0%,-10%,?,15%
CC1=[N+](C)N(c2ccccc2)C(=O)C1N=Cc1ccccc1Cl (centres undefined),i,-3.0,-1.7%,-7%,2%,0%,1%,0%,11%
Cc1nn(C)cc1CN1CCC(n2nccc2NC(=O)CCCc2ccccc2)CC1,i,2.7,-1.8%,0%,8%,1%,4%,-15%,3%
CCNC(=S)N1CCn2cccc2C1c1ccc(F)cc1 (centres undefined),i,0.7,0.5%,-10%,-7%,-1%,0%,-13%,5%
Cc1c(C(=O)Nc2c(N)nc(SCC(=O)NCC3CCCO3)[nH]c2=O)cccc1[N+](=O)[O-] (centres undefined),i,-0.5,0.3%,2%,11%,-4%,-10%,-2%,5%
Cc1ccsc1CN(C)C(=O)c1cc(S(=O)(=O)N2CCOCC2)ccc1N1CCCC1,i,-4.4,-0.6%,5%,-5%,-2%,-3%,0%,5%

# Given with values under each structure: three of the compounds above
# Results follow in this order: Akt phos inh, CCT chaperon mod, Nrf2 activator, Nrf2 inh, EPAC2 antagonist, Mm-Cpn inhibitor, A549 tox, TGFb SMAD3 inh, EPAC2 ag
> CN(C)c1ccc(C(=O)Nc2cccc(S(=O)(=O)N3CCCC3)c2)cc1
 : i, 0.9, -1.0%, -25%, 0%, ?, -9%, -20%, 16%
> FC(F)C(F)(F)c1cc(-c2ccc(Cl)cc2)n[nH]1
 : i, -2.7, 0.7%, ?, -11%, 0%, -10%, ?, 15%
> CC1=[N+](C)N(c2ccccc2)C(=O)C1N=Cc1ccccc1Cl (centres undefined)
 : i, -3.0, -1.7%, -7%, 2%, 0%, 1%, 0%, 11%
